Screening data from PubChem BioAssay.
RTF Ca sens inh: cardiac RTF calcium desensitization; P19429+P45379; IANBD-labeled cardiac RTF, Ca2+ fluorescence; inhibition, % at 7.15 µM; 0.12% of 340,000 active;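 active = inhibition above the mean inhibition of all tested compounds plus 3 SD, cut at about 17% in these data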;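 also: assay run at fixed EC70 calcium of 1.6 mM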
CAL PDZ FP-1: inhibitors of human CAL PDZ peptide binding. 0.02% of 330,000 active. Q9HD26. purified CAL PDZ, TMR-peptide fluorescence polarization, 1 h. inhibition, % at 20 µM. AID 504414;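 active = highest replicate inhibition of at least 40%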;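 also: plate controls were DMSO neutral control wells for no effect and unlabeled competitor peptide control wells for full effect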
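material = purified tagged CAL PDZ domain construct (CerCALP) | compound dosing = 20 µM, one dose | times = 1 h at RT | measured by = fluorescence polarization from S- and P-plane intensities, G-factor corrected | read-out = inhibition from polarization loss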
C-LANA FP: blocks KSHV LANA C-terminal domain binding to DNA; MBP-C-LANA/FAM-LBS DNA binding, fluorescence polarization; inhibition, % at 9 µM; 0.078% of 340,000 active;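 active = highest replicate inhibition at or above 60% at 9 µM, even if other replicates fall short; inactive = all replicates below 60% inhibition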;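 also: 0% = neutral control wells and 100% = 4 µM acridine orange control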
DAGLB inhibitor: blocks human DAGLB lipase activity | Q8NCG7 | HEK293T DAGLB membrane lysate, EnzChek fluorogenic substrate | inhibition, % at 5.17 µM | 0.059% of 340,000 active; in the data active = inhibition above about 34%;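 also: 0% = enzyme with vehicle and 100% = wells lacking enzyme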
SR-BI DiI-HDL act: enhances SR-BI lipid uptake from DiI-HDL. CHO ldlA[mSR-BI] cells, DiI-HDL uptake fluorescence, 3 h; 100 = double the neutral-control signal. activation, % at 12.5 µM. 0.096% of 320,000 active. AID 504775;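 active = mean replicate activation of at least 60% and every replicate at or above 60%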;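 also: 0% = median plate neutral-control signal and 100% = twice that signal; values of inactives mirror those of a sister screen read the other way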
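Material: SR-BI-overexpressing, LDLR-lacking CHO cells | Dosing: Single compound concentration, delivered by pin transfer | Probe or stimulus: Labelled HDL, 10 µg/mL | Signal: Bottom-read cell fluorescence after medium removal, ex 550/em 595 nm | Schedule: 3 h, 37 °C | Evaluation: HDL uptake via cellular fluorescence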
Keap1 Nrf2 FP: Keap1-Nrf2 (human) interaction inhibition; Q14145; Keap1 Kelch-Nrf2 peptide fluorescence polarization, 1536-well; inhibition, % at 9.4 µM; 0.15% of 340,000 active; in the data active = inhibition above about 12%;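 also: human Keap1 Kelch domain with fluorescein labeled Nrf2 9mer peptide probe; 0% = neutral control wells and 100% = peptide positive control; higher means more block of Keap1 binding to Nrf2 peptide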
RTF Ca sens act: increases calcium sensitivity of human cardiac regulated thin filaments. 0.24% of 340,000 active. P19429+P45379. activation, % at 7.2 µM. AID 493008. IANBD-labeled TnC RTF fluorescence at EC20 calcium; 0% EC20 calcium, 100% full calcium;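 active = activation above the mean over all tested compounds plus 3 SD, cut at about 30% in these data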;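 also: rise in fluorescence read as greater calcium sensitivity of cardiac thin filaments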
Rtt109 HAT inh: blocks Candida albicans Rtt109/Vps75 acetyltransferase activity | Q5AAJ8 | purified Rtt109/Vps75, ThioGlo CoA-SH fluorescence, 4 h | inhibition, % at 34.9 µM | 0.16% of 330,000 active;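 active = inhibition of at least 50% in every replicate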
Target sequence (Q5AAJ8 whole entry, looked up): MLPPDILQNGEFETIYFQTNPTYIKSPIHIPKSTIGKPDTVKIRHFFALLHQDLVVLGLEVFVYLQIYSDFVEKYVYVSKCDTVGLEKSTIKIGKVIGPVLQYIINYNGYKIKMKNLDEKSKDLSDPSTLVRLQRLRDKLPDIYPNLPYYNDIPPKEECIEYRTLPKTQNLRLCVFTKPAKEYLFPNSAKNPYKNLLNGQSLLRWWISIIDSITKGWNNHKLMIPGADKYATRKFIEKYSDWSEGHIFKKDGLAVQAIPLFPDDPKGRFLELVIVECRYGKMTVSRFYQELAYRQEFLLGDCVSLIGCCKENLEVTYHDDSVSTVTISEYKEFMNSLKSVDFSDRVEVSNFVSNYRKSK
CAL PDZ FP-2: CAL PDZ (human) peptide binding inhibition; Q9HD26; purified CAL PDZ, TMR-peptide fluorescence polarization, 1 h; inhibition, % at 24.9 µM; 0.92% of 300,000 active; AID 602252;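 active = mean inhibition of at least 30% with at least half of replicates also reaching 30%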;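 also: 0% = DMSO neutral control and 100% = excess unlabeled competitor peptide PRC23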
PKA-R2B activ: PKA-R2B complex activation. P22694+P31323. PKA-R2B holoenzyme dissociation, Cy5-IP20 fluorescence polarization; R2B truncated from residue 108, S112A mutant; 0% DMSO only, 100% 113 µM cGMP. activation, % at 11.4 µM. 0.079% of 340,000 active. AID 504700;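 active = activation above a cutoff set at the mean over all compounds plus 3 SD, cut at about 18% in these data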;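 also: higher means more holoenzyme dissociation and a rise in polarization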
Target sequence (P31323 whole entry, looked up, other chains not shown, the tested form may be a part): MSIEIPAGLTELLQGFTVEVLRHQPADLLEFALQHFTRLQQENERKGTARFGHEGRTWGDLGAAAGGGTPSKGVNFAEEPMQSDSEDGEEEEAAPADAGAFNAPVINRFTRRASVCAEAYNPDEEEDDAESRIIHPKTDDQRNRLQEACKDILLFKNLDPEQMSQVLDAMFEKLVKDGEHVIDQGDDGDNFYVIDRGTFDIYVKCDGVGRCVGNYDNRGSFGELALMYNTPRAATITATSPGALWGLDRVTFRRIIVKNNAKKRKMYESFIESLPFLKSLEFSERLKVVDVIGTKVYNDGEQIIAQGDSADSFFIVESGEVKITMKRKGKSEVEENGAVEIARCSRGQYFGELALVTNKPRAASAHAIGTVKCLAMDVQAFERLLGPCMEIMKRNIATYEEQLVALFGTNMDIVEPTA
Starred values were filed as active, the others as inactive; . = not tested or not shown.

Values in the order – Rtt109 HAT inh, C-LANA FP, PKA-R2B activ, RTF Ca sens inh, CAL PDZ FP-1, DAGLB inhibitor, CAL PDZ FP-2, RTF Ca sens act, Keap1 Nrf2 FP, SR-BI DiI-HDL act
1) Cc1ccc(S(=O)(=O)NCC(=O)N(CC(=O)NC(C)(C)C)Cc2cccs2)cc1
 : -3, 0.7, 8, -5, -0.7, -1, ., -3, 2, -21
2) Cc1[nH]c(=O)[nH]c(=O)c1Cc1cccc2ccccc12
 : -2, 1.2, 3, -27, -0.7, 0, -4, 3, 1, 8
3) CC(C)n1c(C(F)(F)F)nc2cc(C(=O)N3CCCCC3)ccc21
 : 15, -0.8, -6, -5, -0.2, -1, -2, 2, 1, -23
4) CSCCC(NC(=O)c1ccccc1)C(=O)Nc1ccc(C)cc1 (centres undefined)
 : 1, -1.2, 3, 1, -1.8, 0, 0, -4, 3, 46
5) CC(CN1CCCCC1)OC(=O)c1ccc2c(c1)OCO2 (centres undefined)
 : 6, 0.9, -9, -2, -0.3, -3, -4, 0, -1, 26
6) CC1(C)CCC(=O)N(c2ccc(OC(F)(F)F)cc2)C1=O
 : -8, -1.1, -2, -7, -0.6, -2, -4, 4, 0, 27
7) Cc1cccc(CC(=O)NCC2CCCCC2)c1
 : -8, 1.9, 1, -11, -2.0, -4, ., 1, 0, 21
8) CC1CN(c2nc3c(c(=O)n(Cc4ccc(Cl)cc4)c(=O)n3C)n2C)CC(C)O1 (centres undefined)
 : 19, -0.3, 8, -8, -0.8, -3, -4, 2, 0, -6
9) CCOC(=O)C1(Cc2cccc(OC)c2)CCN(Cc2cnc(SC)nc2)CC1
 : -8, 0.6, ., ., -0.4, ., 5, ., -1, 14
10) CCc1ccccc1N1CC(C(=O)Nc2nccs2)CC1=O (centres undefined)
 : -1, -0.5, 6, -13, -0.5, 0, ., -8, -2, .
11) O=C(Nc1sc(-c2ccccc2)cc1C(=O)O)c1ccccc1
 : 11, 0.9, -9, 3, -2.3, 10, 0, 0, 3, 23
12) Cc1ccc(S(=O)(=O)Oc2ccc(/C=C3/N=C(c4ccccc4)OC3=O)cc2)cc1
 : -2, 2.9, 1, -6, 0.3, 2, 0, 4, -2, 16
13) O=C(OCc1ccccc1)N1CCC2CC1c1c(-c3ccc(C(F)(F)F)cc3)cccc12 (centres undefined)
 : -10, 1.2, 1, -7, -1.2, 0, 3, -1, -2, .
14) COc1ccc(NC(=O)c2cnc3ccccn3c2=O)c(OC)c1
 : -7, 2.2, 12, -5, 0.1, -5, ., 1, -2, -15
15) COc1ccc(S(=O)(=O)N2CCC(C(=O)NCCC(=O)NCc3cccc(OC)c3)CC2)cc1
 : -11, 0.9, -5, -7, -0.7, 0, -1, -5, 1, 10

New compounds follow.
Values in the order – Rtt109 HAT inh, C-LANA FP, PKA-R2B activ, RTF Ca sens inh, CAL PDZ FP-1, DAGLB inhibitor, CAL PDZ FP-2, RTF Ca sens act, Keap1 Nrf2 FP, SR-BI DiI-HDL act
16) CN(CCOc1ccccc1)C(=O)c1cc([N+](=O)[O-])ccc1N1CCOCC1
 : 3, -0.7, 3, 6, -0.7, 1, 33*, 0, -3, 12
17) Cc1sc2nc(C)n(/N=C/N(C)C)c(=O)c2c1C
 : -6, 3.1, 9, -3, -0.8, -2, -3, 4, -2, -7
18) O=C(CSc1nnc(-c2ccccc2)n1-c1ccc(Cl)cc1)N/N=C/c1ccccc1C(=O)O
 : -4, 0.9, 5, 0, -1.1, 2, -2, -3, -4, .
19) COC(=O)N1c2ccccc2C=Cc2ccccc21
 : 1, 0.6, 16, -3, ., 3, -18, 1, -4, .
20) Cc1ccc(CS(=O)Cc2ccc(C(=O)NCc3ccccc3)o2)cc1 (centres undefined)
 : -3, -0.2, 3, 5, -0.3, -1, 3, -10, -4, 8
21) O=c1[nH]c2cc(Cl)ccc2n1-c1ccccc1
 : -10, 1.2, -1, 4, -0.4, -4, -6, -2, 1, -14
22) Cc1ccc(C)c(C(C)NC(=O)c2ccc(Br)o2)c1 (centres undefined)
 : -4, -1.1, -9, -11, -1.6, -2, -1, -3, -6, 36
23) C=C1C2(C(=O)Nc3nccs3)CCC(C2)C1(C)C (centres undefined)
 : 12, 1.0, -7, -3, 0.0, 0, -3, 1, -3, -15
24) CC(C)(C)C(=O)NC(=S)Nc1ccccc1C(=O)Nc1ccccc1
 : 4, -1.4, -12, -5, -2.1, -1, -2, -5, 2, 8
25) CC(CN1C(C)CCCC1C)OC(=O)c1ccc(F)cc1 (centres undefined)
 : -4, -1.6, -4, -1, 0.8, 1, -1, -1, 1, -8
26) O=S(=O)(c1ccsc1)N1CC=C(c2ccccc2)CC1
 : 6, -0.9, 1, -3, -2.2, -5, -2, -2, -2, 13
27) COc1ccc(C(=O)Nc2ccnn2C2CCN(Cc3cnn(C)c3)CC2)cc1
 : 8, 0.2, -12, -2, 0.8, 1, -5, -4, -3, 11
28) CCOc1ccc(S(=O)(=O)N2CCC(C(=O)Nc3cc(S(C)(=O)=O)ccc3Cl)CC2)cc1
 : 0, 1.0, -1, -3, -1.0, -1, -5, 4, -6, -23
29) CC1CC(C)CN(C(=O)COC(=O)c2cccc([N+](=O)[O-])c2)C1 (centres undefined)
 : -2, 0.7, 0, -2, -0.3, 0, -1, 6, -1, 17
30) CCN(C(=O)CSc1n[nH]c(-c2cccs2)n1)C1CCS(=O)(=O)C1 (centres undefined)
 : -4, -0.4, -3, -12, -2.8, 0, 6, 3, -1, .

Part of the list above in order of formula weight, rising:
Values in the order – Rtt109 HAT inh, C-LANA FP, PKA-R2B activ, RTF Ca sens inh, CAL PDZ FP-1, DAGLB inhibitor, CAL PDZ FP-2, RTF Ca sens act, Keap1 Nrf2 FP, SR-BI DiI-HDL act
22) Cc1ccc(C)c(C(C)NC(=O)c2ccc(Br)o2)c1 (centres undefined)
 : -4, -1.1, -9, -11, -1.6, -2, -1, -3, -6, 36
24) CC(C)(C)C(=O)NC(=S)Nc1ccccc1C(=O)Nc1ccccc1
 : 4, -1.4, -12, -5, -2.1, -1, -2, -5, 2, 8
28) CCOc1ccc(S(=O)(=O)N2CCC(C(=O)Nc3cc(S(C)(=O)=O)ccc3Cl)CC2)cc1
 : 0, 1.0, -1, -3, -1.0, -1, -5, 4, -6, -23

The results go on.
Values in the order – Rtt109 HAT inh, C-LANA FP, PKA-R2B activ, RTF Ca sens inh, CAL PDZ FP-1, DAGLB inhibitor, CAL PDZ FP-2, RTF Ca sens act, Keap1 Nrf2 FP, SR-BI DiI-HDL act
31) O=C(COC(=O)c1ccc2ncsc2c1)NCc1ccc(Cl)cc1
 : -26, 0.8, 1, -5, -0.2, -3, -2, -2, -3, -12
32) CCOc1ccccc1N(C)S(=O)(=O)c1ccc2c(c1)CCN2C(=O)CCC(=O)O
 : 3, -0.8, 11, -5, -2.3, 1, -6, 3, 1, 8
33) Cc1ccc(/C=C/C(=O)c2nc3ccccc3[nH]2)cc1
 : -1, -2.3, 1, -3, -2.6, 5, -4, -6, 2, -3
34) CN(C)C(CNC(=O)c1ccc2c(=O)n(-c3ccccc3F)c(=S)[nH]c2c1)Cc1ccccc1 (centres undefined)
 : -2, -0.1, 4, -13, -2.4, -3, 1, 6, -4, 23
35) COc1cc2c(cc1OC)C(=O)CC(C)S2 (centres undefined)
 : -256, 0.6, -2, -6, -0.6, -4, -3, 1, -2, 1
36) O=C(NNc1ccccc1)/C(=C\c1cccnc1)NC(=O)c1ccccc1
 : 2, 2.1, -2, -5, -0.3, -2, 73*, 0, -1, 8
37) CCOC(=O)C1=C(C)NC(c2cccs2)C(=O)N1 (centres undefined)
 : 0, -1.3, 10, -6, -1.9, 0, 1, -1, -3, 5
38) CCOC(=O)C1CCC(CN(Cc2ccccc2)S(=O)(=O)c2ccc([N+](=O)[O-])cc2)CC1 (centres undefined)
 : 7, 0.5, -3, 4, 1.0, -13, -3, 4, -3, 16
39) CC(=O)Nc1ccc(Oc2cc(N)cc([N+](=O)[O-])c2)cc1
 : 3, -1.6, 6, -9, -1.4, 1, -2, 2, 3, -7
40) COc1ccc(C(C)=O)cc1CC(=O)NCCCn1ccnc1
 : 5, -1.8, 4, -14, -3.6, -1, 2, 0, -1, -9
41) CCOc1ccc(NC(=S)N2CCN(CCN3C(=O)c4cccc5cccc(c45)C3=O)CC2)cc1
 : -10, 0.1, 1, 1, -3.1, 1, -1, -5, 4, -69
42) COc1cccc(CC(=O)OC(C)C(=O)NCc2ccc3c(c2)OCO3)c1 (centres undefined)
 : -3, -0.2, -1, -10, -2.8, 0, 8, -4, -1, -5
43) CNC(=O)NC(=O)Cn1nc2n(c1=O)-c1ccccc1SC2
 : 2, -2.3, -1, -8, 0.1, 0, 53*, -3, -3, -11
44) COc1cccc2[nH]c3c(=O)[nH]cnc3c12
 : 3, 1.5, 6, -6, -0.1, 1, -5, -3, 3, 18
45) COc1ccc(NC(=O)c2ccco2)cc1NC(=O)c1ccccc1[N+](=O)[O-]
 : -2, -1.5, 0, 3, -2.6, -2, 3, -2, 2, .

The results go on:
Values in the order – Rtt109 HAT inh, C-LANA FP, PKA-R2B activ, RTF Ca sens inh, CAL PDZ FP-1, DAGLB inhibitor, CAL PDZ FP-2, RTF Ca sens act, Keap1 Nrf2 FP, SR-BI DiI-HDL act
46) COc1cc(C2=CN(Cc3ccccc3)CCC2=O)cc(OC)c1OC
 : 0, 1.5, -9, -8, 0.1, 4, -3, 1, -3, 6
47) O=C(CNC(=O)c1ccccc1F)N/N=C/c1cc(Br)ccc1OC(=O)/C=C/c1ccco1
 : 10, 4.4, -3, 1, -2.2, 6, 3, 0, 1, -33
48) O=C(CSc1nc(COc2ccccc2)nc2ccccc12)NC1CCCC1
 : -5, -0.3, -6, 0, -0.8, -6, -1, -2, -8, 6
49) CCCCCCSc1cccc(-c2nc3ccc(Cl)cn3c2NCCCC)c1
 : 0, -2.5, -3, -5, -2.1, 0, 2, 9, -3, -35
50) CCOc1ccc(NC(=O)C2CCCN(S(=O)(=O)c3c(C)nn(C)c3C)C2)cc1 (centres undefined)
 : -1, -4.3, 13, -12, 0.1, -5, -5, -2, 5, .
51) CCN(CC)C(=O)CSc1nnc(-c2cccnc2)n1CCc1ccccc1
 : -25, 0.4, 0, -6, -0.9, 2, -2, 4, -2, 29
52) O=C(CNCCC1=CCCCC1)Nc1ccccc1N1CCCCCC1
 : 26, -0.3, -10, -1, 1.0, -17, -3, 4, 0, -26
53) CC(NCc1ccc(S(N)(=O)=O)cc1)C(=O)Nc1ccc([N+](=O)[O-])cc1Cl (centres undefined)
 : 9, -1.3, -9, -3, -1.0, -1, -5, 3, -2, -17
54) Cc1cc(NS(=O)(=O)c2ccc(NC(=O)CN3C(=O)NC(C)(c4ccccc4)C3=O)cc2)nc(C)n1 (centres undefined)
 : -8, -0.6, -8, 0, -2.1, -1, -2, 6, 0, 10
